Screens: PubChem BioAssay, several laboratories
Runt-CBFb FRET: blocks binding of human RUNX1 Runt domain to CBFb; Q01196+Q13951; Cerulean-Runt/Venus-CBFb FRET ratio 530/480, 1 h; inhibition, % at 20 µM; 220,000 compounds, 0.46% hits;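 active = inhibition over about 50% at 20 µM in the single-dose screen, limit read from the data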;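 note: 0% = DMSO wells and 100% = excess unlabeled CBFb competitor control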
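System: Cerulean-labeled Runt domain protein | Quantity: 100 nM of each labeled protein | Schedule: 1 h compound exposure, room temperature | Detection: Fluorescence energy transfer, 422 nm excitation, 530/480 nm emission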
FXIIa inh 1536: factor XIIa (human) inhibition; P00748; purified FXIIa, Boc-QGR-AMC fluorogenic substrate, 2 h; inhibition, % at 5 µM; 220,000 compounds, 0.3% hits; AID 800; in the data active = inhibition above about 40%;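 note: 0% = enzyme with no compound and 100% = blank without enzyme; many of its hits are not listed in these tables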
Wee1 degr inh: blocks degradation of human Wee1 kinase. HeLa Luc-Wee1K328M stability, luciferase luminescence; 100% = proteasome inhibitor MG132 effect. reporter increase, % at 5 µM. 220,000 compounds, 1.2% hits. AID 1321;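 active = activation above the mean of all tested compounds plus 3 SD, set per screening run, cut at about 8.8% in these data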;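 note: cells exposed to compound for 20 h before luminescence read; 0% = DMSO alone and 100% = MG132 at 30 µM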
Target sequence (P30291 whole entry K328M): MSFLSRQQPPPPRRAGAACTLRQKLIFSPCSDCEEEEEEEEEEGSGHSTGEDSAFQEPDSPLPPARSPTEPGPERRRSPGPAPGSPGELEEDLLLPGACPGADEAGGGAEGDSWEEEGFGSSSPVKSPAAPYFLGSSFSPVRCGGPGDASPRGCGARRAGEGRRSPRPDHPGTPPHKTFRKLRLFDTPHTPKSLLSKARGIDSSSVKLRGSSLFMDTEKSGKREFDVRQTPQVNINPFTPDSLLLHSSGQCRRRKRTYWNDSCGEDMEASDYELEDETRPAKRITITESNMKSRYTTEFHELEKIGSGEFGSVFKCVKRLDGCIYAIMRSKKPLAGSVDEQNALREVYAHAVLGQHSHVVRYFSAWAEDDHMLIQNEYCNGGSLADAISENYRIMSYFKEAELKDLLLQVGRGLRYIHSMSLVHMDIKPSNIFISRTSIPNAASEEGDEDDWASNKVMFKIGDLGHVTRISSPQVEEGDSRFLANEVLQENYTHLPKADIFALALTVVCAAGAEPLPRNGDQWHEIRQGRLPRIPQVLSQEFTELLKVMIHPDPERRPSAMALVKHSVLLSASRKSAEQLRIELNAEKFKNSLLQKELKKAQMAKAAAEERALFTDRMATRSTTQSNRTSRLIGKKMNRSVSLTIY
FXIa inh 1536: blocks human coagulation factor XIa protease activity. P03951. purified FXIa, Boc-Glu-Ala-Arg-AMC fluorogenic substrate. inhibition, % at 5 µM. 220,000 compounds, 0.14% hits;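 active = inhibition of at least 40%; inactive = inhibition below 40%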;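 note: fluorescence of freed AMC excited at 355 nm; 0% = enzyme without compound and 100% = no enzyme blank; many of its hits are not listed in these tables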
hK5 inh: blocks human kallikrein 5 protease activity; 210,000 compounds, 0.59% hits; recombinant hK5, fluorogenic AMC substrate cleavage; inhibition, % at 5 µM; Q9Y337;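 active = inhibition of 40% or more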;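 note: 0% = enzyme controls without compound and 100% = no-enzyme blanks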
Target sequence (Q9Y337 67-293 limits assumed): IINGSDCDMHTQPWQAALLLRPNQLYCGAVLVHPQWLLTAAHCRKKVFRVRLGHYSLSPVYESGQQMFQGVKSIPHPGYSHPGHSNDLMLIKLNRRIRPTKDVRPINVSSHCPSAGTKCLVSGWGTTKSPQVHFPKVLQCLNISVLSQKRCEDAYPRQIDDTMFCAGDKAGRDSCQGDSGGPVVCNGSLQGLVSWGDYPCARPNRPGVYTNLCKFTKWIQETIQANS
14-3-3 Bad inh: disrupts binding of bovine 14-3-3 zeta to phospho-Bad peptide | TR-FRET 14-3-3zeta/Dy647-pBad peptide displacement, 1 h | P63103 | inhibition, % at 21.7 µM | 220,000 compounds, 0.71% hits;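 active = inhibition above about 70%, limit read from the data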;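 note: 0% = full 14-3-3 plus peptide FRET controls and 100% = background without 14-3-3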
Target sequence (P63103 whole entry, looked up): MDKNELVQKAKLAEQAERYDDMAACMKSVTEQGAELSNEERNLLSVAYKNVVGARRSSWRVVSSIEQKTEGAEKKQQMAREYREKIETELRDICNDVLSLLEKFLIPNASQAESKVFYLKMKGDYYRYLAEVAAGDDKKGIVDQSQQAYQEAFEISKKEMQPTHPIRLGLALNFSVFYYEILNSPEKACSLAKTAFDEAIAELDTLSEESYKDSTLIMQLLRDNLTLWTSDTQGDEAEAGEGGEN
Thrombin inh: thrombin (human) inhibition. P00734. alpha-thrombin, Boc-VPR-AMC fluorogenic substrate cleavage. inhibition, % at 5 µM. 220,000 compounds, 0.26% hits;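 active = inhibition at or above 40%; inactive = inhibition below 40%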;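 note: 0% = enzyme with no compound and 100% = wells without enzyme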
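Material: human alpha-thrombin protein. Incubation: reaction at ambient temperature. Technique: fluorescence of released AMC, ex 355 nm, em 460 nm. Control set: no-compound enzyme wells and no-enzyme blanks. Also added: Boc-VPR-AMC substrate, 15 µM final. Buffer or medium: pH 7.5 Tris (50 mM) with NaCl 150 mM, Tween 20 0.05%.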
Hck-Nef inh: human Hck-Nef kinase inhibition. P08631. AID 463187. Recombinant Hck-YEEI plus Nef, Z-Lyte FRET kinase assay. inhibition, % at 20 µM. 220,000 compounds, 0.68% hits;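 active = Hck-Nef kinase inhibition above about 50%, limit read from the data; inactive = inhibition below that limit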;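 note: 0% = DMSO with Hck plus Nef and 100% = Hck alone without Nef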
Runt-SMMHC FRET: Runt domain-CBFb-SMMHC interaction inhibition | AID 1434 | Cerulean-Runt/Venus-CBFb-SMMHC FRET ratio 530/480, 1 h | inhibition, % at 20 µM | 220,000 compounds, 0.74% hits;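 active = mean inhibition across duplicate retests at 20 µM reaching about 50%, limit read from the data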;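 note: 0% = DMSO wells and 100% = wells with excess untagged CBFb-SMMHC; inhibitors lower the FRET ratio by blocking Runt binding to CBFb-SMMHC; some results filed as inactive read as strong as hits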
An asterisk follows results filed as active; . = not tested or not shown; [ ] = remark or other dose. The list is partial. The share of hits here may be higher or lower than overall.

SMILES	Runt-CBFb FRET	FXIIa inh 1536	Wee1 degr inh	FXIa inh 1536	hK5 inh	14-3-3 Bad inh	Thrombin inh	Hck-Nef inh	Runt-SMMHC FRET
CN1CCN(c2ccc([N+](=O)[O-])c(N3CCCCC3)c2)CC1	-1.5	11.3	2.2	1.4	7.6	-12.1	-1.6	22.7	1.4
Oc1cc2c(cc1CN1CCN(c3ccccc3)CC1)CCC2	.	-4.7	-3.8	-4.1	-4.6	-10.0	-6.5	0.9	.
O=C(c1cc([N+](=O)[O-])ccc1N1CCNCC1)N1CCOCC1	0.4	1.8	-1.2	-1.2	-5.5	-5.8[fluorescence artefact?]	-8.8	-0.2	-0.3
O=C(O)CCn1cc(C=C2C(=O)NC(=S)NC2=O)c(-c2cc3ccccc3oc2=O)n1	20.6	6.5	2.9	-2.3	-3.0	38.2	-7.5	47.7	22.7
Cc1nn(Cc2ccccc2Cl)c(C)c1C(=O)OCC(=O)NC1CCCC(C)C1C (stereo not drawn)	-1.7	5.4	-1.9	-0.9	-3.0	-8.6	-0.8	2.3	-1.8
COc1ccc(C(=O)CC2C(=O)N(C)C(=O)N(C)C2=O)cc1	5.0	4.2	0.6	-0.3	-25.8	0.7	-1.1	-0.9	-0.9
O=C(COc1ccccc1)N1CCN(CC2CC3C=CC2C3)CC1 (stereo not drawn)	-5.8	-5.9	-1.5	-7.1	-31.9	17.6[fluorescence artefact?]	-5.3	-0.6	-0.6
Cc1ccsc1C(=O)C1CCCN(Cc2cn(C)nc2C)C1 (stereo not drawn)	5.1	10.2	-1.5	1.7	23.5	-7.9	0.8	9.4	-1.3
CCOP(=O)(OCC)c1ccc(OP(=O)(c2cccc([N+](=O)[O-])c2)c2cccc([N+](=O)[O-])c2)cc1	0.7	38.9	0.4	10.4	9.7	52.0	-0.6	6.3	-2.3
Cc1ccc(CC2C(=O)N(C)C(=O)N(C)C2=O)s1	2.3	10.8	-1.9	-2.1	3.4	7.9[fluorescence artefact?]	0.2	-1.5	-1.4
C=CCN1C(=O)NC(=O)/C(=C\c2ccc(-c3ccccc3[N+](=O)[O-])o2)C1=O	-0.6	7.9	-1.8	-3.3	-2.9	-13.7	-1.9	70.0*	23.3
Cc1nc2ccccc2c(=O)n1-c1cc(F)ccc1F	-4.2	3.0	-2.0	4.1	-0.2	-4.5	.	24.5	0.9
O=C(N/N=C/c1c(O)n(CCC2=CCCCC2)c(=S)[nH]c1=O)c1ccccc1	18.2	3.1	4.3	2.7	-78.9	-0.4	-6.1	9.0	45.6
O=C(Cn1c(=O)n(CC2CS2)c2ccccc21)N1CCCCCC1 (stereo not drawn)	-0.9	1.4	-2.4	-4.5	-4.5	-1.7	-7.4	19.7	3.6
CN1C(=O)CN=C(c2ccc(Cl)cc2)c2cc(Cl)ccc21	-3.6	15.9	-3.3	7.2	-7.5	3.5	-1.7	-3.5	-3.4
CCN1CCc2ccccc2C1	-2.6	2.8	-2.3	-6.1	0.6	3.2	-3.3	8.8	-2.5
O=c1c2ccc(Cl)cc2[nH]c(=S)n1-c1cccnc1	-2.7	11.1	6.2	6.0	6.1	-6.8	-13.3	20.5	-1.2
Cc1cc(OCc2cc(C(=O)O)oc2C)c2c3c(c(=O)oc2c1)CCCC3	-1.7	19.0	2.8	5.1	-34.7	2.8	2.2	-1.9	-3.1
C=CCn1c(O)c(C(=O)CCCCCC)c(=O)[nH]c1=O	-1.4	1.8	1.9	-0.5	4.8	43.4[fluorescence artefact?]	-3.8	-3.1	-3.4
O=C1CC(N2CCC(n3c(=O)[nH]c4ccccc43)CC2)C(=O)N1c1ccc(F)cc1 (stereo not drawn)	0.7	5.2	-2.0	-1.8	0.7	1.6	5.1	5.4	2.2
CC(C)c1ccc(-n2c(O)c(/C=N/NC(=O)c3ccncc3)c(=O)[nH]c2=O)cc1	2.8	2.6	-1.8	12.9	-48.2	6.1	4.8	7.4	6.9
CC(=O)N1N=C2C3CCN(CC3)C2C1c1ccccc1 (stereo not drawn)	-1.5	16.1	0.1	1.3	-7.7	14.2	-13.3	0.4	-3.6
CN1CCN(C(=O)COc2ccc(-c3nc4ccccc4s3)cc2)CC1	-1.1	22.6	-2.4	7.6	7.8	3.0	4.2	5.2	-2.2
Cc1nc2c(c(=O)[nH]1)C(c1ccccc1Cl)c1c(c3ccccc3oc1=O)O2 (stereo not drawn)	1.1	6.1	-0.4	0.2	0.7	-4.8	0.0	23.6	-0.2
O=[N+]([O-])c1ccc(C2[C@H]3C(c4ccccc4)=NC4(CCCC4)N23)cc1 (stereo partly drawn)	-1.9	4.5	-0.7	14.4	-6.4	5.8	7.1	0.4	-2.1

(more compounds)
SMILES	Runt-CBFb FRET	FXIIa inh 1536	Wee1 degr inh	FXIa inh 1536	hK5 inh	14-3-3 Bad inh	Thrombin inh	Hck-Nef inh	Runt-SMMHC FRET
CN1C(=O)N(C)C(=O)C(CCc2ccncc2)(Cc2ccc3c(c2)OCO3)C1=O	0.8	14.2	-0.6	5.1	-2.5	2.0	2.0	2.4	0.0
CCOC(=O)c1[nH]ncc1CN1CCCC(C(=O)c2cccc(Cl)c2)C1 (stereo not drawn)	-0.8	4.2	-2.4	-2.8	-2.6	2.0	-3.2	16.8	1.0
COc1ccc(CCn2c(O)c(/C=N/NC(=O)c3ccncc3)c(=O)[nH]c2=O)cc1OC	7.8	8.5	-3.1	3.9	-56.7	-2.5[fluorescence artefact?]	-0.6	17.0	20.2
COc1ccccc1CCNC1C2CC3CC(C2)CC1C3 (stereo not drawn)	-0.5	19.0	-2.3	6.0	-13.3	-0.7[fluorescence artefact?]	1.3	1.0	3.0
CC[n+]1c(SC)ccc2cc(OC)ccc21	1.0	1.9	5.6	4.0	-6.4	-5.6[fluorescence artefact?]	-5.3	5.1	10.1
CC(NC(=O)Oc1ccccc1)C(c1cccs1)N1CCOCC1 (stereo not drawn)	-0.8	12.2	0.0	1.5	-8.7	-3.1	-0.9	5.3	-0.4
CCn1nc(-c2cccs2)nc2c(=O)n(C)c(=O)nc1-2	-5.9	2.3	.	-9.3	8.7	-4.9[fluorescence artefact?]	-3.0	.	-8.1
COc1ccc(OC)c(N2C(=O)NC(=O)/C(=C/c3ccc([N+](=O)[O-])s3)C2=O)c1	19.1	-0.9	-0.8	-3.0	-18.0	6.3	-6.8	88.8*	11.1
c1cncc(CNC2=NCCC2)c1	-2.5	12.9	-0.2	1.4	-9.3	2.8	3.9	-0.3	-8.5
CNc1cc(N2CCN(C)CC2)ccc1[N+](=O)[O-]	-2.1	4.1	3.4	-5.7	-3.2	-23.9	-2.8	3.2	-3.8
CC(=O)[C@@]1(O)CC[C@H]2[C@@H]3CC=C4C[C@@H](O)CC[C@]4(C)[C@H]3CC[C@@]21C	-1.7	6.5	-2.8	5.1	-11.9	3.1	.	-3.8	-0.7
O=c1c2ccccc2nc(/C=C/c2ccc([N+](=O)[O-])o2)n1-c1ccc(O)cc1	-0.7	7.9	4.2	-0.8	1.9	15.5	-8.0	25.7	-9.6
CN(C)C(=O)Oc1c(Cl)cc(Cl)c2ccccc12	2.0	4.3	-0.7	-3.2	-2.1	.	1.2	1.3	-4.3
c1ccc(NC2=NCCS2)cc1	-0.6	7.2	-1.7	0.2	2.6	1.7	-4.0	15.4	-35.6
CCc1cc2c(N3CCN(C)CC3)ncnc2s1	-1.6	13.4	-0.7	3.1	-9.1	38.7	0.7	6.4	-5.9
COc1cccc(CCNCc2c(F)cccc2F)c1	-1.3	9.4	4.2	4.5	-0.2	49.4	-2.8	-0.2	0.6
COc1cc(CN2C(=O)NC(=O)C3(Cc4cc(C)ccc4N(C)C3)C2=O)cc(OC)c1 (stereo not drawn)	3.1	12.6	2.6	5.8	-19.1	-2.7	16.6	-3.4	3.7
COc1cc2[nH]c(=S)n(-c3ccccc3)c(=O)c2cc1OC	10.4	-6.1	-1.4	-6.4	-15.6	-0.8	-3.4	3.2	4.3
CSc1ccccc1C(=O)C1CCCN(Cc2ccncc2)C1 (stereo not drawn)	2.4	6.8	1.7	-0.9	.	-6.7	-0.4	6.5	-5.0
Cn1c(CN2CCN(C(=O)COc3ccccc3)CC2)nc2cc([N+](=O)[O-])ccc21	1.4	9.2	1.0	8.2	-24.2	-3.6[fluorescence artefact?]	-4.6	0.6	2.9
COCCN1C(=O)NC(=O)/C(=C\c2ccc(Br)cc2)C1=O	8.3	11.9	-4.5	4.6	-1.6	-13.2	.	23.2	6.0
CN1CCC2(CC1)CC(NC=O)c1ccccc1O2 (stereo not drawn)	-0.4	6.3	-0.6	1.1	3.6	-0.2	1.2	23.4	0.8
OC(c1ccc(F)cc1)(c1ccc(F)cc1)[C@@H]1CCCN1	-1.0	14.5	-2.6	-2.5	-8.8	-9.3[fluorescence artefact?]	-7.0	-1.3	0.7
CN(C)P(=NC(=S)c1cccn1C)(N(C)C)N(C)C	0.5	15.7	0.9	4.4	-8.0	10.3	0.3	0.6	-2.2
O=C1NC(=S)NC(=O)C1C/C=C/c1ccccc1	6.4	-2.1	1.2	-15.7	-2.9	-1.5	-7.8	-3.3	12.3

Following part.
SMILES	Runt-CBFb FRET	FXIIa inh 1536	Wee1 degr inh	FXIa inh 1536	hK5 inh	14-3-3 Bad inh	Thrombin inh	Hck-Nef inh	Runt-SMMHC FRET
CC(=O)c1ccc2c(c1)OCO2	-0.9	14.0	5.0	5.9	1.4	-6.3	1.8	-7.1	-1.9
CC1(C)CC(N(CCc2ccccc2)Cc2ccccc2)CCO1 (stereo not drawn)	-0.2	5.0	2.0	-1.2	-1.1	3.4	0.6	7.3	1.7
CCc1ccccc1N1C(=O)CC(=O)NC1=O	0.0	29.2	1.9	42.1*	34.0	1.4	46.3*	16.0	3.7
CNC(=O)Nc1ccc(C(=O)N/N=C\C23CC[C@@H](O)CC2(O)CC[C@@H]2[C@@H]3CCC3(C)C(C4=CC(=O)OC4)CCC23O)cc1 (stereo partly drawn)	-0.5	12.5	-0.4	-0.5	6.4	-0.5	3.7	9.5	0.8
NC1=Nc2ccccc2Oc2ccccc21	-2.3	21.4	10.2*	2.9	-14.9	2.9	2.3	-0.1	1.3
COC(=O)C(O)(c1ccc(NC(=O)c2ccccc2)cc1)C(F)(F)F (stereo not drawn)	1.8	6.9	-0.7	1.8	1.0	3.0	1.6	2.5	-2.6
Oc1ccc(/C=N/NP(=S)(c2ccccc2)c2ccccc2)c(O)c1O	17.7	-0.8	3.0	-8.6	-206.5	3.4	-0.6	1.1	2.3
O=C1CCN(C(=O)CNC(=O)Cc2ccccc2)CC1	0.2	2.0	-0.7	-9.3	3.3	-11.7	1.5	18.5	0.8

Entries of single compounds, quoted from the list. Order of screens: Runt-CBFb FRET, FXIIa inh 1536, Wee1 degr inh, FXIa inh 1536, hK5 inh, 14-3-3 Bad inh, Thrombin inh, Hck-Nef inh, Runt-SMMHC FRET
CC(=O)c1ccc2c(c1)OCO2 in the list: -0.9, 14.0, 5.0, 5.9, 1.4, -6.3, 1.8, -7.1, -1.9
O=C1CCN(C(=O)CNC(=O)Cc2ccccc2)CC1 in the list: 0.2, 2.0, -0.7, -9.3, 3.3, -11.7, 1.5, 18.5, 0.8
CNC(=O)Nc1ccc(C(=O)N/N=C\C23CC[C@@H](O)CC2(O)CC[C@@H]2[C@@H]3CCC3(C)C(C4=CC(=O)OC4)CCC23O)cc1 (stereo partly drawn) in the list: -0.5, 12.5, -0.4, -0.5, 6.4, -0.5, 3.7, 9.5, 0.8
